HBB splice mod = modulators of hemoglobin beta chain splicing. HBB splicing reporter cell assay, activation; EGFP reporter with mutant IVS2-654 intron; response scale: normalised to 500 nM splice-correcting PNA. Potency, µM (series often up to 46.1 µM), for the others: at the highest dose activation, actives largely listed as activators. 65,000 compounds, 0.06% hits. AID 925; note: potency is the fitted concentration of half-maximal effect; 0% is about no effect
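Compounds were applied for 2 days to HeLa EGFP-654 cells, 500/well in Optimem with 2% FCS. The reporter's EGFP is disrupted by mis-splicing of beta-globin intron IVS2-654. Readout: summed well GFP fluorescence from 488 nm laser scanning; reference was 500 nM antisense […] 654 PNA.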
HADH2 inh = blocks human hydroxyacyl-CoA dehydrogenase type II; Potency, µM (series often up to 57.1 µM), for inactives: at the top dose activity change, negative = inhibition, most hits filed as inhibitors; recombinant HADH2, NADH fluorescence, beta-hydroxybutyryl-CoA; 73,000 compounds, 3.4% hits; AID 886; note: potency is the fitted concentration of half-maximal effect; % is set by controls: 0 for no effect and ±100 for the full control effect; nearly all actives have a fitted effect of over 60% in size; many of its hits are not listed in these tables
Target sequence (Q99714 whole entry, looked up, one chain of several): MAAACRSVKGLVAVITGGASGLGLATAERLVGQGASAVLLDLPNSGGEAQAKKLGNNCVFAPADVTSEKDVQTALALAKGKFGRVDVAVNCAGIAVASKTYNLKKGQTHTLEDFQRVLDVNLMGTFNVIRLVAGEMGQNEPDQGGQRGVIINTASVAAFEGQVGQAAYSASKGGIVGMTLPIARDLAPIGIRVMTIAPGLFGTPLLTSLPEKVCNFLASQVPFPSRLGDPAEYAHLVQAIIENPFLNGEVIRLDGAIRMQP
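E. coli-expressed His-tagged HADH2 tested at 20 nM in alkaline Tris buffer (pH 9.0); oxidation of 90 uM beta-hydroxybutyryl-CoA with 1 mM NAD+ tracked fluorimetrically for 4 min.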
Hsp90 Hop PPI = changes Hsp90-Hop TPR2A binding signal, up or down; AlphaScreen TPR2A-His6 binding biotin-Hsp90 C-terminal peptide; Potency, µM (titrated, usually from 57 µM), for inactives: top-dose activity change, negative = inhibition; 71,000 compounds, 0.44% hits; AID 595; active = well fitted curve in either direction with a large enough effect; inconclusive = small, poorly fitted or top-dose-only effect, or another doubt; note: potency is the fitted concentration of half-maximal effect; % is set by controls: 0 for no effect and ±100 for the full control effect; many of its hits are not listed in these tables
ALOX15 inhib = 15-hLO (ALOX15) enzyme inhibition | AID 887 | purified 15hLO-1, xylenol orange hydroperoxide absorbance | Potency, µM (highest dose often 57.1 µM), for inactives: at the top dose activity change, negative = inhibition, hits mostly inhibitors | P16050 | 74,000 compounds, 1.4% hits; note: potency is the fitted concentration of half-maximal effect; % is set by controls: 0 for no effect and ±100 for the full control effect; nearly all actives have a fitted effect of over 55% in size
Target sequence (P16050 whole entry, looked up): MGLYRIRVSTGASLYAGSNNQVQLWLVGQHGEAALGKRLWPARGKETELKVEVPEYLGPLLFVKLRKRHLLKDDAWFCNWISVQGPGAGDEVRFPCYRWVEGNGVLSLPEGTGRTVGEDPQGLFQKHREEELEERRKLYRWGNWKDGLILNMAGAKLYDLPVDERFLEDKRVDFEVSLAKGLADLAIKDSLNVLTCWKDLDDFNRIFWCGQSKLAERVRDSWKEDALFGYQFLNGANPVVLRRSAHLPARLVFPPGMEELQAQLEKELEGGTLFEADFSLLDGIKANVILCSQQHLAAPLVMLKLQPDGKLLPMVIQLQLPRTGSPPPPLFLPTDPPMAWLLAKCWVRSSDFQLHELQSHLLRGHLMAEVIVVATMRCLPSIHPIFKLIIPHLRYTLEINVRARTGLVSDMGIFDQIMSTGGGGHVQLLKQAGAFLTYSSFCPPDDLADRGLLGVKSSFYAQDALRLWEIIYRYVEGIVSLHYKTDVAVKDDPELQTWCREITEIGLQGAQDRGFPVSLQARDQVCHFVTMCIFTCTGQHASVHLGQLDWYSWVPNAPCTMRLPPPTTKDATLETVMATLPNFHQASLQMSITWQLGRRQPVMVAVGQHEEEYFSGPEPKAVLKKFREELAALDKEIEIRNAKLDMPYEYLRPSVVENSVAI
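Purified human 15hLO-1 (40 nM final) in 25 mM Hepes pH 7.5, 0.01% Triton X-100 was preincubated with compound 15 min at room temperature, then reacted 6 min with 50 uM arachidonic acid; hydroperoxide detected by Fe-XO, 573/405 nm absorbance ratio.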
Epigenetic mod = epigenetic GFP locus derepression in mouse cells; 68,000 compounds, 0.09% hits; mouse C127i GFP locus derepression, cytometry, 30 h; Potency, µM (series often up to 46.1 µM), for inactives: at the top dose GFP derepression (activation); note: % of control where 0% means no effect
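Locus derepression in mouse mammary C127i cells whose integrated CMV-GFP reporter is normally silent; GFP expression after 30 h compound treatment was quantified by counting fluorescent cells.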
Texas Red fluor = compound fluoresces in the Texas Red spectral region; max dye-equivalent concentration, M; 59,000 compounds, 0.06% hits; Compound fluorescence, Texas Red channel, 547/618 nm; hits give high values; in the data active = max dye-equivalent concentration above about 10 nM; inconclusive = between about 1.1 nM and that limit
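Compound fluorescence was read after 15 min at room temperature in 100 mM Tris, pH 8.0, using 547 nm excitation and 618 nm emission across a concentration series. It was expressed as Texas Red dye-equivalent concentration from an on-plate standard curve.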
4MU fluor = 4-MU region autofluorescence; compound autofluorescence, 340/450 nm, 4-MU equivalents; hits give high values; max dye-equivalent concentration, M; 59,000 compounds, 11% hits; AID 589; in the data active = max dye-equivalent concentration above about 10 nM; inconclusive = mostly about 1.1 nM to 9.6 nM
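Compounds in 100 mM Tris, pH 8.0, sat 15 min at room temperature before fluorescence was read at 340 nm excitation/450 nm emission; a per-plate six-point 4-MU standard curve converted signals to dye-equivalent concentration at each compound concentration.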
Rhodamine autofl = rhodamine region autofluorescence | Rhodamine-region fluorescence, 547/598 nm, Tris buffer; hits give high values | 59,000 compounds, 0.05% hits | max dye-equivalent concentration, M; in the data active = max dye-equivalent concentration above about 11 nM; inconclusive = between about 1.1 nM and that limit
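Compound fluorescence in 100 mM Tris, pH 8.0, read after 15 min at room temperature with 547 nm excitation and 598 nm emission. Output is dye-equivalent concentration from an on-plate rhodamine standard series.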
DNA Pol III inh = blocks replication by bacterial DNA polymerase III holoenzyme | reconstituted DNA polymerase III holoenzyme replication, biochemical | Potency, µM (titrated, usually from 57.1 µM), inactives show at the top dose activity change, negative = inhibition | 71,000 compounds, 0.25% hits | AID 603; note: potency is the fitted concentration of half-maximal effect; % is set by controls: 0 for no effect and ±100 for the full control effect
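Reconstituted *E. coli* holoenzyme (0.35 nM Pol III, 1 nM beta, 154 nM SSB, 2 nM primase) was preincubated with compound for 15 min at RT. Synthesis on 1.4 nM ssM13Gori ran 35 min, then was stopped with PicoGreen/EDTA and read as dsDNA fluorescence.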
Fluorescein fluor = fluorescein region autofluorescence | AID 593 | 59,000 compounds, 0.91% hits | max fluorescein-equivalent concentration, M | Compound autofluorescence, 480/540 nm, fluorescein-equivalent; hits give high values; in the data active = max fluorescein-equivalent concentration above about 10 nM; inconclusive = between about 1.1 nM and that limit
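Fluorescein stocks ranging 3 mM down to 300 nM, plus DMSO blanks, were pinned alongside compounds to build a per-plate standard curve. Buffer: 100 mM Tris, pH 8.0. Incubation 15 min, room temperature; filters 480/540 nm.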
Ub-GFP proteasome = inhibits proteasome, raising ubiquitin-GFP reporter fluorescence. Ubiquitin-GFP reporter cells, proteasome inhibition, GFP fluorescence; response scale: untreated = 0%, 10 µM MG-132 = 100%. Potency, µM (doses to about 45.9 µM), inactives show top-dose activation (GFP accumulation), usual class: activators. 67,000 tested, under 10 active. AID 526; active = well fitted activation curve with a large enough effect, not every such curve was filed as active; inconclusive = small, poorly fitted or top-dose-only effect, or another doubt; inactive = no such curve, though single readings can be large or run the other way; note: potency is the fitted concentration of half-maximal effect
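Proteasome blockade was scored as a rise in GFP-expressing U2OS cells carrying a ubiquitin(G76V)-GFP construct, imaged after 4 hr compound treatment at 37 °C across a 46 uM–2.9 nM series.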
* marks the source's active call; other numbers are inactive results; i = inactive; ? = inconclusive; · = not tested or not shown; [ ] = remark or other dose. Unless noted, calls come from the whole dose curve; as a rule, active = well fitted curve in the direction sought with a large enough effect; inconclusive = small, poorly fitted or top-dose-only effect, or another doubt; inactive = no such curve, though single readings can be large; an effect the other way counts as inactive or inconclusive. This is a subset; count on the stated rates, not on these rows.

Below each compound – HBB splice mod | HADH2 inh | Hsp90 Hop PPI | ALOX15 inhib | Epigenetic mod | Texas Red fluor | 4MU fluor | Rhodamine autofl | DNA Pol III inh | Fluorescein fluor | Ub-GFP proteasome
(1) COc1ccc(C)cc1-n1nnnc1SCc1cc(=O)n2cc(C)ccc2n1
    -0.5% | 152.7%[activator] | -3.2% | -1.9% | 2.5% | ? | 1.72e-08M* | i | -1.6% | ? | 2.5%
(2) S=C1SCN(CCN2CCOCC2)CN1Cc1ccccc1
    -4.1%[0.369 µM] | -10.5% | -1.4% | -0.5% | ? | ? | ? | i | -6.5% | i | 1.0%
(3) O=C1OC(Nc2ccc(Br)cc2F)c2ccccc21 (stereo unspecified)
    · | · | · | · | 3.7%[20.6 µM] | i | i | i | · | ? | ·
(4) CCC1CCCCN1CCNC(=O)C1CCN(S(=O)(=O)c2c(C)noc2C)CC1 (stereo unspecified)
    0.9% | 5.9% | -3.2% | -2.0% | 0.0% | i | i | i | -2.4% | i | 3.4%
(5) Cc1ccc(S(=O)(=O)NC(=O)Nn2c(C)nnc2C)cc1
    -4.8% | -5.8% | 0.6% | 4.0% | 2.5% | · | · | · | -4.5% | · | -3.1%
(6) COc1cccc(N2CCN(c3ncnc4c3[nH]c3ccccc34)CC2C)c1 (stereo unspecified)
    · | · | · | · | 6.2%[20.6 µM] | i | i | i | · | ? | ·
(7) CS(=O)(=O)N(CC(=O)N1CCCC1)c1cccc(Cl)c1Cl
    -1.2%[0.0738 µM] | -0.7%[11.4 µM] | -4.0%[11 µM] | 3.3%[11.4 µM] | -1.5% | · | · | · | -4.4%[11.4 µM] | · | 4.5%[9.17 µM]
(8) CCCCOc1ccc(-c2nnn(C(C)(C)C(=O)OC)n2)cc1
    · | -3.4% | 25.1µM* | -4.5% | 0.0% | i | i | i | -7.6% | i | -1.3%
(9) COC(=O)c1sc2nc(-c3ccccc3)nc(N3CCN(C)CC3)c2c1C
    -0.8% | 2.5% | -3.3% | -8.8% | -1.7% | i | 2.15e-08M* | i | 0.1% | ? | 0.0%
(10) CCCCn1c(NCc2ccccn2)nc2ccccc21
    -0.9%[1.84 µM] | 6.1% | ? | 30.6%[activator] | 0.0% | i | i | i | -4.4% | i | 0.0%
(11) CCN(CC)CCNc1ncnc2c1[nH]c1ccc(OC)cc12
    · | · | · | · | -3.8%[20.6 µM] | i | 4.86e-08M* | i | · | ? | ·
(12) CCn1cc(C(=O)NCc2ccc3c(c2)OCO3)c(=O)c2ccc(C)nc21
    · | 2.6% | 2.0% | -1.2% | -2.2% | i | i | i | -3.7% | ? | 3.9%
(13) O=C(c1ccc(S(=O)(=O)N2CCCC2)cc1)N1CCCc2ccccc21
    -0.9% | 1.1% | -0.3% | -10.7% | 1.8% | · | · | · | -3.5% | · | 10.1%
(14) CC(=O)NCC(=O)NC1(C(=O)NC2CCCC2)CCCCC1
    0.4% | 0.9% | 4.4% | 2.5% | 0.0% | i | i | i | -0.1% | i | -0.7%
(15) CCOC(=O)C1=C(C)N(C)C(=O)NC1c1ccccc1OC (stereo unspecified)
    -2.5% | 2.8% | -3.0% | 1.7% | 0.9% | · | · | · | -4.4% | · | 13.7%
(16) CC[N+](CC)(CC)CC[C@](O)(c1ccccc1)C1CCCCC1
    -0.1%[20.6 µM] | -3.7%[25.6 µM] | 2.2%[26 µM] | 13.3%[25.6 µM] | 8.5%[20.6 µM] | i | i | i | -4.5%[25.6 µM] | i | 2.1%[20.5 µM]
(17) CC1CCCN(c2nc3c(c(=O)n(C)c(=O)n3C)n2CCSc2nc3ccccc3s2)C1 (stereo unspecified)
    -1.1%[0.369 µM] | -0.9% | -12.8% | -25.5% | 4.3% | i | i | i | -1.8% | ? | 3.4%
(18) Cc1cccc(NC(=O)C2c3ccccc3C(=O)N3CCc4ccccc4C23)n1 (stereo unspecified)
    -2.8% | 6.9% | -8.0% | 0.2% | 3.6% | ? | i | i | -0.2% | i | 5.2%
(19) c1ccc(-c2nc(CSc3nnnn3-c3ccccc3)cs2)cc1
    -0.4%[57.5 µM] | -5.8% | 21.7% | -14.2% | -0.2% | i | i | i | 8.9% | ? | -3.8%
(20) O=C(CCS(=O)(=O)Cc1ccccc1F)NCCCN1CCCCC1
    -1.3% | 3.7% | 2.2% | 14.0% | 4.3% | i | i | i | -3.2% | i | 7.1%
(21) OC(COc1ccc2c(c1)CCC2)Cn1cnc2ccccc21 (stereo unspecified)
    2.2% | 5.1% | -3.5% | 10.7% | -2.7% | i | i | i | -6.9% | i | 2.5%
(22) Cc1noc(C(=O)NCc2ccco2)c1Cl
    -1.0% | -4.5% | -3.1% | 2.8% | 0.0% | · | · | · | -1.0% | · | 6.1%
(23) OC(COc1ccc2ccccc2c1)CN1CCN(c2ccc(F)cc2)CC1 (stereo unspecified)
    0.2% | 9.0% | -1.8% | 2.4% | · | · | · | · | -11.5% | · | -3.3%
(24) C/C(=N\O)C(C)/[N+]([O-])=C/c1nc(C)c(C)n1O (stereo unspecified)
    2.8%[1.84 µM] | -15.0% | -7.5% | 4.4% | 0.0% | i | i | i | -3.6% | i | -5.7%
(25) O=C(Nc1ccc(N2CCN(C(=O)c3ccccc3)CC2)cc1)c1cc2ccccc2o1
    8.6% | 2.7% | -8.2% | ? | 0.0% | i | i | i | -12.4% | ? | -5.5%
(26) COc1cc2ncnc(Nc3cccc(Br)c3)c2cc1OC
    · | -8.8% | -3.9% | 1.4%[25.6 µM] | -1.4% | · | · | · | 2.9% | · | 0.0%
(27) CCCC(C)n1[nH]c(=O)c2c(C)cc(C)nc21 (stereo unspecified)
    3.7% | 3.0% | -1.7% | 7.7% | 4.8% | i | ? | i | -3.3% | i | -5.3%
(28) COc1ccc(C2=NCC(CSc3nnc(-c4ccc5c(c4)OCO5)o3)S2)cc1 (stereo unspecified)
    -0.1% | 0.9% | -3.2% | -24.0% | 0.7% | i | i | i | 1.3% | ? | 5.7%
(29) Cc1ccc2c(c1)[nH]c1c(=O)n(CCCN3CCOCC3)cnc12
    1.9%[57.5 µM] | -7.7% | 0.8% | 2.3% | -4.7% | i | i | i | -4.3% | i | 2.6%
(30) CCOC(=O)Cn1cnc2sc3c(c2c1=O)CCC3
    -1.2% | -7.6% | -5.2% | -6.2% | -3.2% | ? | i | i | -1.1% | i | 1.0%
(31) CCCOc1ccc(N2C(=O)CC(NCCNc3ccc(S(=O)(=O)CC)cc3)C2=O)cc1 (stereo unspecified)
    -2.5% | 8.2% | -5.6% | -3.8% | 1.7% | i | i | i | -1.2% | i | 8.5%
(32) CC1CC(C)(C)NC(=O)O1 (stereo unspecified)
    · | 7.0% | -1.9% | 9.2% | 0.0% | i | i | i | -6.9% | i | -3.4%
(33) Cc1ccc(C)c(OCCOCCN2CCOCC2)c1
    0.2%[9.22 µM] | 9.9% | 0.2% | 5.9% | -2.2% | · | · | · | 1.2% | · | 11.0%
(34) COc1cccc(OCCN2CCN(c3ncnc4c3cnn4-c3ccccc3)CC2)c1
    · | · | · | · | 2.4%[20.6 µM] | i | i | i | · | i | ·
(35) COc1cccc(-c2nc(NCc3ccccc3OC)c3ccccc3n2)c1
    0.5% | 2.4% | ? | 1.2% | -2.9%[9.22 µM] | ? | i | i | 5.2% | i | -5.8%
(36) O=c1sc2ccccc2n1CCOc1ccccc1
    -0.2%[57.5 µM] | -3.5% | 17.7% | 9.6% | 1.2% | i | i | i | -0.8% | i | -0.7%

Limited to Epigenetic mod, Texas Red fluor and Fluorescein fluor, for some of the entries so far:
No. | compound | Epigenetic mod | Texas Red fluor | Fluorescein fluor
32 | CC1CC(C)(C)NC(=O)O1 (stereo unspecified) | 0.0% | i | i
33 | Cc1ccc(C)c(OCCOCCN2CCOCC2)c1 | -2.2% | · | ·
34 | COc1cccc(OCCN2CCN(c3ncnc4c3cnn4-c3ccccc3)CC2)c1 | 2.4%[20.6 µM] | i | i
35 | COc1cccc(-c2nc(NCc3ccccc3OC)c3ccccc3n2)c1 | -2.9%[9.22 µM] | ? | i

Screening results as filed in PubChem.
